Cardiac RTF inh: cardiac RTF calcium desensitization; 0.12% of 340,000 active; AID 493244; inhibition, % at 7.15 µM; IANBD-labeled cardiac RTF, Ca2+ fluorescence; P19429+P45379;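 active = inhibition above the mean inhibition of all tested compounds plus 3 SD, cut at about 17% in these data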;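 note: assay run at fixed EC70 calcium of 1.6 mM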
Pemphigus Ab inh: blocks pemphigus antibody binding to human desmoglein-3; DSG3-coupled beads, scFv-anti-DSG3-GFP binding, flow cytometry; hits give low values; binding (percent of control), % at 10 µM; 0.48% of 310,000 active;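 active = binding more than 3 SD below its plate's average and above zero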;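 note: hits lower antibody fragment binding to DSG3; some compounds called inactive have numbers as strong as hits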
CAL PDZ FP-1: human CAL PDZ-peptide interaction inhibition; AID 504414; purified CAL PDZ, TMR-peptide fluorescence polarization, 1 h; 0.02% of 330,000 active; inhibition, % at 20 µM;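 active = highest replicate inhibition of at least 40%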;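 note: plate controls were DMSO neutral control wells for no effect and unlabeled competitor peptide control wells for full effect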
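Control set: unlabelled peptide and DMSO controls / Material: purified CerCALP PDZ construct / Timing: 1 h incubation at room temperature before polarization reading / Doses: 20 µM, one dose / Detection: fluorescence polarization (mP)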
CAL PDZ FP-2: CAL PDZ (human) peptide binding inhibition; Q9HD26; purified CAL PDZ, TMR-peptide fluorescence polarization, 1 h; inhibition, % at 24.9 µM; 0.92% of 300,000 active; AID 602252;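 active = mean inhibition of at least 30% with at least half of replicates also reaching 30%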;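 note: 0% = DMSO neutral control and 100% = excess unlabeled competitor peptide PRC23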
Keap1-Nrf2 PPI: disrupts human Keap1 binding to Nrf2 peptide; Q14145; Keap1 Kelch-Nrf2 peptide fluorescence polarization, 1536-well; inhibition, % at 9.4 µM; 0.15% of 340,000 active; in the data active = inhibition above about 12%;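 note: human Keap1 Kelch domain with fluorescein labeled Nrf2 9mer peptide probe; 0% = neutral control wells and 100% = peptide positive control; higher means more block of Keap1 binding to Nrf2 peptide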
LANA DNA inh: blocks KSHV LANA C-terminal domain binding to DNA. MBP-C-LANA/FAM-LBS DNA binding, fluorescence polarization. inhibition, % at 9 µM. 0.078% of 340,000 active;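 active = highest replicate inhibition at or above 60% at 9 µM, even if other replicates fall short; inactive = all replicates below 60% inhibition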;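 note: 0% = neutral control wells and 100% = 4 µM acridine orange control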
NSD2 inh: blocks human histone methyltransferase NSD2. NSD2 peptide methylation, AlphaScreen, 120 min. O96028. inhibition, % at 12.5 µM. AID 743445. 0.54% of 310,000 active; in the data active = inhibition above about 50%
V-ATPase pHluor: yeast V-ATPase proton transport regulation by pHLuorin; S. cerevisiae, pHLuorin cytosolic pH fluorescence; AID 504577; response, % at 10 µM; 0.37% of 350,000 active; in the data active = response mostly above about 7.3%, no sharp cut-off; inactive = mostly below about 5.4%; note: actives read high; inactives centre near 0; some compounds called inactive have numbers as strong as hits
DAGLB inh: diacylglycerol lipase beta (human) inhibition. Q8NCG7. HEK293T DAGLB membrane lysate, EnzChek fluorogenic substrate. inhibition, % at 5.17 µM. 0.059% of 340,000 active. AID 504411; in the data active = inhibition above about 34%;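 note: 0% = enzyme with vehicle and 100% = wells lacking enzyme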
Target sequence (Q8NCG7 whole entry, looked up): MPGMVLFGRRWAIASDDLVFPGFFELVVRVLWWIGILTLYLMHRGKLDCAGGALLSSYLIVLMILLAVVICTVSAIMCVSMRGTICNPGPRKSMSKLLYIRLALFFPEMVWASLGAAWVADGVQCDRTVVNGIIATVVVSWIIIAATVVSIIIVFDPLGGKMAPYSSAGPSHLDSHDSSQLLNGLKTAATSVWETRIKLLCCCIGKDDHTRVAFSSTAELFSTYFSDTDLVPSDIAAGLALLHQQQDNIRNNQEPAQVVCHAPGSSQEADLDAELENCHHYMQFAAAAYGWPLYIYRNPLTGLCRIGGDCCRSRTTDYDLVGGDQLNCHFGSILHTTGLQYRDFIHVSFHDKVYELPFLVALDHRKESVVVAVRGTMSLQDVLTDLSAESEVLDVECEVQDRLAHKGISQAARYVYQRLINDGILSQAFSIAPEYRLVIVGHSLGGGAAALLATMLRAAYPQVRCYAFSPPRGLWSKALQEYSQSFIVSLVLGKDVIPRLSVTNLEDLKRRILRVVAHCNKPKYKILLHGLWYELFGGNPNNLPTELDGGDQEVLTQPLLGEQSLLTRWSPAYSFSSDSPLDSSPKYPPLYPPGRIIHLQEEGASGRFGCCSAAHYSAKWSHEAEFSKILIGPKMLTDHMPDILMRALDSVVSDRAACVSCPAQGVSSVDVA
Arr AP2 block: blocks beta-arrestin peptide binding to AP2 adaptin | AID 504490 | inhibition, % at 10 µM | 0.31% of 340,000 active | FITC-arrestin peptide / GST-AP2 beads, flow cytometry; AP2 beta2 appendage carries R879A mutation;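 active = inhibition above a set limit, near 3 SD of compounds lacking own fluorescence, cut at about 54% in these data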;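 note: plate controls were DMSO wells for no effect and 5 µM unlabelled arrestin peptide for full effect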
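Material – AP2 appendage R879A on GSH beads · Buffer or medium – PBS with 0.05% Tween 20 and 0.1% BSA · Probe or stimulus – fluorescein-tagged arrestin peptide at 50 nM final · Incubation – compound with beads 12 min RT, then probe 1 h RT · Detection – high-throughput flow cytometry of beads, ex 488, em 535 nm · Evaluation – percent response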
Active calls of the source: *; nt = no result given.

Screens by letter: A = Cardiac RTF inh; B = Pemphigus Ab inh; C = CAL PDZ FP-1; D = CAL PDZ FP-2; E = Keap1-Nrf2 PPI; F = LANA DNA inh; G = NSD2 inh; H = V-ATPase pHluor; I = DAGLB inh; J = Arr AP2 block
(1) COc1ccccc1-c1sc2ccccc2c1-c1ccc(Br)nc1
  A: -5; B: 108; C: 0.9; D: -1; E: -7; F: 1.7; G: nt; H: 3; I: -11; J: -4

(2) CCC1=NN2C(=N)/C(=C\c3ccc(OCCOc4ccc(NC(C)=O)cc4)c(OC)c3)C(=O)N=C2S1
  A: -15; B: 94; C: -0.4; D: -6; E: -1; F: 1.5; G: -3; H: 0; I: 0; J: -8

(3) Cn1c(C(=O)N2CCN(c3nc4ccccc4s3)CC2)cc2sccc21
  A: 6; B: 97; C: -1.8; D: nt; E: -5; F: -1.1; G: -2; H: 4; I: 0; J: 5

(4) COC(=O)C(C)(C)c1cccnc1C#N
  A: -6; B: 99; C: -0.6; D: 3; E: 6; F: 3.6; G: nt; H: -3; I: 1; J: 25

(5) Cc1nc(SCC(=O)Nc2cccc(C(=O)O)c2)n[nH]1
  A: -3; B: 102; C: -2.0; D: -5; E: 2; F: -0.6; G: 30; H: -1; I: -2; J: -9

(6) C=CCn1c(SCc2c(C)noc2C)nc2sc3c(c2c1=O)CCC(C)C3 (stereo not given)
  A: 7; B: 103; C: -1.4; D: -4; E: -5; F: 1.5; G: -1; H: 0; I: 2; J: 11

(7) Cc1c(CN(C)C(=O)c2nn(C)cc2[N+](=O)[O-])cnn1C
  A: -6; B: 97; C: -0.7; D: -2; E: 0; F: -0.1; G: -4; H: 4; I: 2; J: 28

(8) COc1cccc(C(=O)Cn2c(N3CCOCC3)nc3c2c(=O)n(C)c(=O)n3C)c1
  A: -2; B: 94; C: -2.5; D: nt; E: 2; F: -0.9; G: -5; H: 0; I: -2; J: 28

(9) COc1ccc(-n2c(SC3CCOC3=O)nc3ccccc32)cc1 (stereo not given)
  A: -11; B: nt; C: -4.1; D: -4; E: -8; F: -0.3; G: 2; H: -5; I: -2; J: -3

(10) CC(=O)N1CCN(c2ccc(NC(=O)c3ccc(Cl)c([N+](=O)[O-])c3)cc2)CC1
  A: -6; B: 91; C: -6.2; D: nt; E: -1; F: 0.3; G: -2; H: -1; I: -2; J: -6

(11) CC(=O)c1c2c3c(c(Br)ccc3n(C)c1=O)C(=O)c1ccccc1-2
  A: -31; B: 100; C: -1.9; D: 1; E: 3; F: 5.1; G: 1; H: 1; I: 3; J: 50

(12) COc1cc(CNc2ccc(C(=O)O)cc2)cc(Br)c1OCC(=O)NC(C)(C)C
  A: -3; B: 113; C: 0.2; D: 0; E: 4; F: 1.4; G: 1; H: -2; I: 0; J: 27

(13) Cc1cc2c(cc1C)C(c1cccc(F)c1)CC(=O)N2 (stereo not given)
  A: -7; B: 97; C: nt; D: 2; E: 1; F: -5.0; G: -2; H: -2; I: 2; J: 18

(14) COc1ccc(C(=O)C(OC(=O)c2ccccc2Cl)c2ccccc2)cc1 (stereo not given)
  A: 2; B: nt; C: -0.8; D: -2; E: 2; F: -1.7; G: -6; H: 1; I: -11; J: -2

(15) O=C(Cn1c(=O)oc2cc(S(=O)(=O)N3CCCC3)ccc21)N1CCc2ccccc2C1
  A: -5; B: 98; C: -2.1; D: nt; E: 4; F: -1.9; G: nt; H: 8; I: -1; J: 1

(16) CCc1c(C(=O)NNC(=S)NCc2ccccc2)csc1C
  A: 6; B: 126; C: -1.4; D: -6; E: 1; F: -2.1; G: 0; H: -1; I: -3; J: 4

(17) O=C(O)c1ccccc1/C=N/NC(=O)c1cc(-c2ccco2)nc2ccccc12
  A: 9; B: 97; C: -2.3; D: -4; E: 3; F: 8.0; G: 28; H: -3; I: 3; J: -10

(18) CC(C)NC(=O)NC(=O)COC(=O)c1ccc(S(=O)(=O)Nc2ccccc2)cc1
  A: 0; B: 96; C: -1.5; D: 2; E: 3; F: -0.3; G: -3; H: 0; I: -1; J: 17

(19) Cc1cccc(C)c1NC(=O)CN(C)C(=O)C(c1ccccc1)c1ccccc1
  A: -31; B: 104; C: -0.3; D: -2; E: 3; F: 1.6; G: -3; H: 0; I: -4; J: 5

(20) COC(=O)c1cc2occc2n1CC(=O)Nc1cc(OC)cc(OC)c1
  A: -7; B: 90; C: -1.7; D: -2; E: 1; F: 1.7; G: -2; H: -3; I: -2; J: 20

(21) O=C(Nc1nc(-c2cc(Cl)sc2Cl)cs1)c1ccccc1
  A: -6; B: nt; C: -1.3; D: 2; E: -4; F: -0.2; G: -3; H: -1; I: -12; J: 0

(22) O=C(NC1C2CCCC1CN(C1CC1)C2)c1ccc(Cl)cc1 (stereo not given)
  A: -12; B: 122; C: -1.1; D: 1; E: -3; F: -0.2; G: 0; H: 7; I: -13; J: 29

(23) COCCCNC(=O)COc1ccc(S(=O)(=O)Nc2ccccc2)cc1
  A: -1; B: 102; C: 0.3; D: 3; E: -2; F: -0.3; G: -1; H: 2; I: -5; J: 28

(24) COc1ccccc1NC(=O)CCCC(=O)OCC(F)(F)C(F)F
  A: -5; B: 87; C: -1.5; D: -1; E: -2; F: -1.6; G: nt; H: -1; I: -1; J: 12

(25) COc1cccc(CNC(=O)CCC(=O)N2CC(C)Oc3ccccc32)c1OC (stereo not given)
  A: -5; B: 99; C: 0.1; D: 2; E: -4; F: -0.7; G: nt; H: 1; I: 3; J: -7

Additional records:
Screens by letter: A = Cardiac RTF inh; B = Pemphigus Ab inh; C = CAL PDZ FP-1; D = CAL PDZ FP-2; E = Keap1-Nrf2 PPI; F = LANA DNA inh; G = NSD2 inh; H = V-ATPase pHluor; I = DAGLB inh; J = Arr AP2 block
(26) COc1cc(NC(=O)c2ccc(Cl)cc2)c(Cl)cc1NC(=O)c1cccnc1
  A: -5; B: 110; C: -2.0; D: -4; E: -3; F: 1.2; G: 1; H: -1; I: -1; J: -3

(27) COC(=O)CNC(=O)c1c(-c2ccccc2Cl)noc1C
  A: -4; B: 103; C: -0.6; D: nt; E: -1; F: -1.2; G: -2; H: 1; I: -2; J: 12

(28) CCOc1ccc(NC(=O)CC(NC(C)=O)c2ccccc2)cc1S(=O)(=O)N1CCCC1 (stereo not given)
  A: -6; B: 101; C: -0.3; D: -3; E: 1; F: 0.1; G: -1; H: -2; I: -2; J: 1

(29) O=C(CN1CCOCC1)N/N=C/C(Br)=C\c1ccccc1
  A: -2; B: nt; C: 4.6; D: 2; E: -1; F: -0.3; G: -2; H: -2; I: -1; J: 43

(30) COc1ccccc1CNC(=O)C1CC2Cn3c(nc4ccccc43)C2N1C (stereo not given)
  A: 2; B: 103; C: -3.0; D: 1; E: -3; F: 1.0; G: nt; H: -1; I: 2; J: -2

(31) CC(=O)N1c2ccccc2Oc2cc3ccccc3cc21
  A: -7; B: 99; C: -1.1; D: 3; E: -3; F: -0.5; G: -2; H: -2; I: -6; J: 6

(32) Cc1ccccc1CN1CCN(c2ccc(S(=O)(=O)N3CCCC3)cn2)CC1
  A: 0; B: nt; C: -0.4; D: 8; E: -3; F: -1.0; G: -1; H: -4; I: -6; J: -14

(33) CCN(C(=O)COC(=O)c1nc2nc(C)cc(C)n2n1)C1CCCCC1
  A: 12; B: 104; C: 0.0; D: -5; E: 0; F: 55; G: 1; H: -2; I: 0; J: -13

(34) Cn1c(-c2ccccc2)c(C(=O)CC#N)c2ccccc21
  A: 7; B: 96; C: 0.1; D: nt; E: 0; F: -0.7; G: -2; H: 1; I: 2; J: -32

(35) CCC(C)(C)NC(=O)C(c1ccc(C)cc1)N(Cc1cccs1)C(=O)c1ccc2c(c1)OCCO2 (stereo not given)
  A: -6; B: 105; C: -2.2; D: -2; E: -3; F: -0.8; G: 1; H: 0; I: -6; J: 13

(36) COc1cc(/C=C(\C#N)C(=O)NCC2CCCO2)ccc1OCC(=O)O (stereo not given)
  A: nt; B: 104; C: 0.3; D: 1; E: -5; F: -0.8; G: 1; H: 1; I: nt; J: -3

(37) CCN1C[C@@H]2[C@@H]3C(=O)N(Cc4ccccc4)C(=O)[C@@H]3[C@](Cc3ccccc3)(C(=O)OC)N2C1=NC
  A: -4; B: 99; C: 0.5; D: 4; E: 0; F: 1.0; G: nt; H: 0; I: 2; J: 8

(38) Cc1cccc(N2CCN(C(=O)CSc3ccsc3[N+](=O)[O-])CC2C)c1 (stereo not given)
  A: 10; B: 95; C: -0.1; D: -5; E: -2; F: 0.4; G: 2; H: -3; I: -1; J: 36

(39) Cc1nc(N)ncc1-c1ccc2c(c1)OCO2
  A: 0; B: 100; C: 2.9; D: -1; E: -1; F: 2.1; G: -1; H: 1; I: 0; J: -2

(40) Cc1ccc(NC(=O)CCC(=O)n2nc(C)cc2C)c(C)c1
  A: -2; B: 100; C: -0.5; D: 0; E: 2; F: -2.4; G: 0; H: -5; I: 1; J: 4

(41) CCc1ccc(N2CC34C=CC(O3)C(C(=O)OC)C4C2=O)cc1 (stereo not given)
  A: -5; B: 104; C: -0.2; D: nt; E: 1; F: 1.1; G: nt; H: -2; I: 1; J: -3

(42) Cc1ccc(-c2nn(CC(=O)Nc3ccc4c(c3)nc3n4CCOC3)c(=O)c3ccccc23)cc1
  A: -5; B: 101; C: -0.5; D: -5; E: -4; F: 0.5; G: -1; H: 0; I: 4; J: -3

(43) CC1(C)CC(NCc2ccccc2)CCO1 (stereo not given)
  A: -9; B: 124; C: -0.4; D: -4; E: 0; F: -1.0; G: -4; H: 2; I: -1; J: -6

(44) Nc1nc(N)c2c(n1)CCCC2
  A: -6; B: 90; C: 5.2; D: -5; E: 2; F: 0.4; G: nt; H: 3; I: 1; J: 1

(45) CC(=O)Oc1ccc(C(=O)N2c3ccccc3NC(=O)C2C)cc1 (stereo not given)
  A: -2; B: 104; C: 0.0; D: -3; E: 6; F: -3.5; G: 19; H: -6; I: 1; J: 2

(46) CN(C)/C=N/c1nc2nccc(-c3ccccc3)n2n1
  A: -5; B: 103; C: -2.6; D: -2; E: 5; F: 0.9; G: nt; H: -2; I: -1; J: 13

(47) O=C(CCNC(=O)c1ccc(Br)cc1)NCCCN1CCCC1=O
  A: -7; B: nt; C: -0.1; D: -4; E: 1; F: 1.3; G: 1; H: 1; I: 1; J: -5

(48) S=C(NCCc1ccccc1)Nc1c(Cl)cccc1Cl
  A: -11; B: 108; C: 0.0; D: 0; E: -5; F: -0.5; G: -2; H: 3; I: -1; J: 9

(49) Cc1ccc2nc(-c3cc(-c4ccccc4)no3)cn2c1
  A: 6; B: nt; C: -0.2; D: -2; E: -1; F: 0.9; G: -3; H: -3; I: -2; J: -7

(50) CCOC(=O)c1cnn(-c2ccccc2)c1-n1cccc1C(=O)C(=O)Nc1ccc(F)cc1
  A: 0; B: 96; C: -0.8; D: -3; E: -2; F: -0.3; G: 1; H: -4; I: -9; J: 20

(51) CC(=O)N1[C@H](Cc2ccccc2)C=C[C@]1(C)C(=O)NCc1ccc(C)o1
  A: -11; B: 110; C: 1.2; D: -2; E: -2; F: 0.5; G: nt; H: 0; I: -1; J: -9

Screens: PubChem BioAssay, several laboratories

Some of the compounds tested (hit frequency here may not be typical).
